# CIT2-GFP yeast – alters CIT2-GFP fluorescence in TOR pathway yeast screen; 0.065% of 320,000 active; S. cerevisiae CIT2-GFP strain, flow cytometry, 3 h; 100 means same as DMSO wells; GFP response vs DMSO, % at 10 µM;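 active = GFP response relative to DMSO above a set limit, near the screen mean plus 3 SD, cut at about 150% in these data; inconclusive = Fewer than 70 cells measured for a yeast strain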;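 note: ratio of well median GFP fluorescence to mean of DMSO wells on the plate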
# BCLXL inh – Bcl-xL (human) inhibition; 0.7% of 320,000 active; Q07817; inhibition, % at 10.9 µM; GST-Bcl-xL / FITC-Bim BH3 peptide fluorescence polarization; AID 2129;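 active = inhibition above the mean of all tested compounds plus 3 SD, cutoff set per campaign, cut at about 30% in these data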;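 note: 0% = DMSO wells and 100% = unlabeled Bim-BH3 peptide competitor; inhibitors lower millipolarization by displacing the labeled peptide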
# Target sequence (Q07817 whole entry, looked up): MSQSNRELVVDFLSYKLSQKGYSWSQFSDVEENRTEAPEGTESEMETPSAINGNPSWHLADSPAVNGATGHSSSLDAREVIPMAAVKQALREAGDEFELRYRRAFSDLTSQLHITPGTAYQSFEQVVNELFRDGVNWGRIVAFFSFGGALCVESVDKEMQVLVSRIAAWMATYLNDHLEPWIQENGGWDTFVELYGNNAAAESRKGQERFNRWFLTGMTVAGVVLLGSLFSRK
# MEX-5 binding – C. elegans MEX-5 TCR-2 RNA binding activity. Q9XUB2. AID 1832. MEX-5/FITC-TCR2 RNA binding, fluorescence polarization; active compounds read low. 0.38% of 300,000 active. activity score (negative = inhibition of binding), % at 10 µM;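 active = inhibition past about -25% in most replicates, and total fluorescence under double the plate's negative control median, limit read from the data; inconclusive = replicates evenly split on the limit, or fluorescence at least double controls; inactive = too little inhibition in most replicates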;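 note: 0% = DMSO and -100% = 5 µM competing unlabeled TCR2 RNA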
# Fam108B counter – counter-screen for RBBP9 inhibitors: inhibitors of mouse Fam108B; recombinant Fam108B, FP-Rh probe fluorescence polarization; AID 1947; inhibition, % at 9.51 µM; 0.33% of 300,000 active;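 active = inhibition above the screen mean inhibition plus 3 SD, computed separately per campaign, cut at about 18% in these data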;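 note: inhibitors lower polarization as less probe binds the enzyme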
# VLA-4 inh – inhibition in a human VLA-4 binding assay; P13612; VLA-4 expressing cells, ligand binding flow cytometry; inhibition, % (about 7 µM as worked out from the volumes in the protocol); 0.2% of 330,000 active; in the data active = inhibition above about 50%
# AGP1-GFP MLPCN – yeast TOR pathway AGP1-GFP modulation; S. cerevisiae AGP1-GFP multiplex flow cytometry, 3 h; GFP as percent of DMSO wells; GFP response vs DMSO, % at 10 µM; 0.02% of 320,000 active; AID 2066;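 active = GFP response relative to DMSO above a set limit, near screen average plus 3 SD, cut at about 150% in these data; inconclusive = fewer than 70 cells counted for the yeast strain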;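 note: median GFP channel fluorescence of the gated AGP1 strain per well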
# GLD-1 TGE inh – GLD-1-TGE RNA interaction inhibition (C. elegans) | Q17339 | purified GLD-1 + fluorescein TGE RNA, fluorescence polarization | inhibition, % at 5.96 µM | 0.44% of 320,000 active;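 active = percent inhibition above a per-plate cutoff, the plate mean of test compounds plus 3 SD, cut at about 30% in these data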;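 note: 0% = DMSO wells with GLD-1 and probe and 100% = wells lacking GLD-1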
# Target sequence (Q17339 whole entry, looked up): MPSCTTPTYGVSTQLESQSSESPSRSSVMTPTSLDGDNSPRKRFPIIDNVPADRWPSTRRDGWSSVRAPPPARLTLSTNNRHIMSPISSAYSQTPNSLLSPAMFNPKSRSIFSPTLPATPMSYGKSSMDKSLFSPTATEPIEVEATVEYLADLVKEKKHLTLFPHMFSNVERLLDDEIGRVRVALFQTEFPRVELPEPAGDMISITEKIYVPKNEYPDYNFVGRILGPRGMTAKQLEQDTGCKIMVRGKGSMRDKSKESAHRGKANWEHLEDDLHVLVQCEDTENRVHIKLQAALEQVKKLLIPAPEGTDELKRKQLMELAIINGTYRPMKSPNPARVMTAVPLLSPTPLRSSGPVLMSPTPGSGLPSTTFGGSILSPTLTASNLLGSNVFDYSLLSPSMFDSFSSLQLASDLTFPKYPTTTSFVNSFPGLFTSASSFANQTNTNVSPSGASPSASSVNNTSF
# MCL1-BIM inh – disrupts human MCL1 binding to BIM-BH3 peptide. GST-MCL1 / FITC-Bim-BH3 fluorescence polarization. inhibition, % at 10.9 µM. 0.68% of 320,000 active;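 active = inhibition above the mean inhibition of all tested compounds plus 3 SD, set per campaign, cut at about 40% in these data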;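 note: 0% = DMSO wells and 100% = unlabeled Bim-BH3 peptide control; higher means more loss of mP so more displacement of Bim peptide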
# Target sequence (Q07820 whole entry, looked up): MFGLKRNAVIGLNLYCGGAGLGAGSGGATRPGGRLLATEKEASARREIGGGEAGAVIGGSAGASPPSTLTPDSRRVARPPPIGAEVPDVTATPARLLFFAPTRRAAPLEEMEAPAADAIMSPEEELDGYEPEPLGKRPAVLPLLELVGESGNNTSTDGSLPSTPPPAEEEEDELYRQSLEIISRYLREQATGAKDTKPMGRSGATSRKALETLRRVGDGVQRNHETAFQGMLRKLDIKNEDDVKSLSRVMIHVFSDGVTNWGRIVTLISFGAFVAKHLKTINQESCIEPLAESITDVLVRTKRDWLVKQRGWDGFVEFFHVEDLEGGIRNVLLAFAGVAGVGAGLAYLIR
# GRK2 inh – blocks RNA aptamer binding to human GRK2; P25098; bead flow cytometry, FAM-aptamer displacement from GRK2; inhibition of aptamer binding, % at 10 µM; 0.59% of 330,000 active; AID 488847;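 active = inhibition of aptamer binding above 40%, roughly 3 SD of noise, on plates passing a quality check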;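 note: median bead fluorescence of bound FAM aptamer so fluorescent compounds give negative values; no value below 0 was filed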
# * marks the source's active call; other numbers are inactive results; ? = inconclusive; . = no result given; + = active, no number; [ ] = remark or other dose.
SMILES,CIT2-GFP yeast,BCLXL inh,MEX-5 binding,Fam108B counter,VLA-4 inh,AGP1-GFP MLPCN,GLD-1 TGE inh,MCL1-BIM inh,GRK2 inh
Cc1ccc(-c2[nH]nc3c2C(c2ccoc2)C(C#N)=C(N)O3)cc1C (stereo unspecified),60,5,-3.4,-3,-2,73,1,3,10
CCOC(=O)N1CCN(C(=O)/C=C/c2ccc(OC)c(OC)c2)CC1,120,4,-0.6,-1,-3,112,-1,-6,0
Cc1ccc(CNC(=O)Cc2cccs2)cc1,99,3,-1.1,1,-2,91,0,2,5
CCC(CC)C1C(C#N)=C(N)Oc2cc(C)oc(=O)c21 (stereo unspecified),108,-2,3.7,4,7,104,4,-12,0
O=C(NCc1cccc(C(F)(F)F)c1)C1CC(c2ccccc2C(F)(F)F)=NO1 (stereo unspecified),.,-4,-0.1,-2,.,.,-1,-19,.
Cc1cccc(CSc2nn3c(=O)c(C)nnc3s2)c1,95,1,0.9,0,2,97,1,6,2
CC1CC2(CCCCC2)Nc2ccc3ccccc3c21 (stereo unspecified),89,6,1.4,3,-4,88,-2,5,0
c1ccc(-c2nc(N3CCOCC3)cc(N3CCOCC3)n2)cc1,91,-3,0.0,-2,-1,91,2,3,0
Cc1cccc(NC(=S)N(Cc2cccc(Br)c2)CC2CCC(C(=O)O)CC2)c1 (stereo unspecified),92,0,0.3,-2,12,87,5,8,4
Cc1ccc(C(=O)NNC(=O)c2ccc(NS(=O)(=O)c3cccs3)cc2)o1,96,61*,.,.,-17,99,46*,+,0
Cc1cccc(C(=O)OCC(=O)NCc2cccs2)c1,109,-2,-2.5,4,-1,103,2,0,0
Cc1cccc(CS(=O)(=O)Cc2ccc(C(=O)NC3CCCC3)o2)c1,108,3,-1.4,4,7,106,5,2,4
OCC[C@H]1C[C@H](O)[C@@H](O)[C@]2(OCc3ccccc32)O1,77,2,.,-1,-3,84,4,4,2
Cn1c(SCc2cccc(C#N)c2)nc2ccccc2c1=O,84,0,-2.5,1,-1,96,-2,6,5
O=C(N/N=C/c1c[nH]c2ccccc12)c1ccc(Cl)cc1,96,-1,1.7,4,7,91,8,-1,1
O=C(Cc1ccc([N+](=O)[O-])cc1)NCc1cccnc1,101,6,-0.3,2,20,98,0,-3,0
O=C(CCN1C(=O)/C(=C/c2cccs2)SC1=S)Nc1ccc(O)cc1,109,7,-3.3,-5,7,100,-3,-4,1
O=c1oc2cc(Br)ccc2n1Cc1ccccc1,104,-3,1.2,-2,2,100,-3,3,4
CN(C(=O)COc1ccc(Cl)cc1Cl)C1(C)CCS(=O)(=O)C1 (stereo unspecified),101,5,-1.5,4,9,113,-9,6,2
COc1cc2sc3ccc(C#CC4(O)CCCCC4)cc3c(=O)c2cc1OC,81,1,0.2,-21,3,81,-8,0,0
O=C(/C=C/c1ccccc1)c1c[nH]c2ccccc12,88,9,1.5,1,2,96,7,10,0
COc1ccccc1-c1nnc(NC(C)=O)s1,103,3,3.1,-5,6,105,7,7,3
COc1ccc(OC)c(C(=O)c2ccc(C(=O)Nc3ccc(NC(C)=O)cc3)cc2)c1,?,-6,-0.6,-8,-4,19[may fluoresce violet],1,-5,0
COc1ccc(OC)c(S(=O)(=O)N2CCC(C(=O)NC3CCCCC3)CC2)c1,101,-4,-0.6,6,-15,99,-1,-5,0
NC(=O)CCCSc1nc2ccccc2[nH]1,100,-2,2.8,0,3,109,7,-7,2
CCn1c(-c2csc3ccccc23)n[nH]c1=S,86,-13,2.0,-6,-2,98,4,-20,0
COc1ccc(C(=O)NC(=S)NNC(=O)Cc2cccs2)cc1,99,4,0.1,-4,-13,105,-2,0,6
CNNC(=S)Nc1cccc(C(F)(F)F)c1,99,-3,0.5,-1,12,103,1,7,1
Nc1cc(N)nc(SCC(=O)N2CCCCC2)n1,107,0,1.6,11,-4,102,-4,6,0
CCOc1ccccc1-n1cnc2cc(C(=O)NCc3ccco3)ccc21,92,6,-1.0,-4,21,104,0,3,2
O=C(NCCCN1CCCCCC1)c1cc2c(=O)oc3ccccc3c2s1,95,1,-1.9,1,4,92,-3,2,0
O=C(C1CCN(S(=O)(=O)c2ccc(Br)s2)CC1)N1CCCCC1,101,9,0.3,0,8,100,3,9,1
Cc1csc(=Nc2ccccc2)n1Cc1ccco1,105,1,-4.1,2,0,107,-2,3,0
O=[N+]([O-])c1ccc(/C=N/N/C(=N/c2ccccn2)c2ccccn2)cc1,97,5,-1.5,3,0,99,1,9,0
O=C(Cn1cnc2scc(-c3cccc([N+](=O)[O-])c3)c2c1=O)NCc1ccco1,100,4,-2.3,-3,20,99,2,12,88*
Cc1ccc2c(c1)C(O)(CC(=O)c1ccc(C)s1)C(=O)N2 (stereo unspecified),113,3,-1.5,0,2,114,7,6,2
N#CCCN1CCN(C2=NC(=O)C(=C3CCCCC3)S2)CC1,102,6,-0.2,-1,10,106,6,10,5
CN(C)S(=O)(=O)c1cccc(C(=O)Nc2ccc(N3CCOCC3)cc2)c1,94,6,1.5,0,29,100,-1,-3,3
Cc1cc(C)nc(N/N=C2/CCCC/C2=C\c2ccccc2)n1,79,0,-3.1,-1,4,87,-1,-6,0
COc1ccc(C(=S)N2CCN(c3ccccc3C)CC2)cc1,94,-1,0.4,-4,20,99,0,-2,0
Cc1cc(C)n(-c2cc(N3CCN(C(=O)c4cccc(Br)c4)CC3)ccc2[N+](=O)[O-])n1,99,2,0.0,1,-5,98,15,3,3
CCOc1ccc(NC(=O)c2ccc3c(c2)CCN3S(C)(=O)=O)cc1,106,6,0.1,1,-8,104,5,1,2
CCc1nnc(NC(=O)CN2C(=O)c3ccccc3C2=O)s1,98,5,-1.3,0,4,99,10,6,1
O=C(/C=C/c1cccc([N+](=O)[O-])c1)N1CCN(c2ccc(F)cc2)CC1,99,-2,0.9,5,9,103,2,0,3
O=C(CCc1ccccc1)Nc1nc2c(F)cc(F)cc2s1,96,-4,0.6,5,-1,106,6,-4,3
CCOC(=O)c1cnc(-n2nc(C)cc2C)nc1NCCO,98,-2,2.2,-1,11,99,-6,4,0
CN(C)CCn1c(C(=O)O)cc2ccccc21,94,3,-2.0,-7,-2,95,4,-3,0
CCOC(=O)C1CCN(CC(O)COCc2ccc3c(c2)OCO3)CC1 (stereo unspecified),89,6,0.4,0,-10,94,7,6,1
CC1=C(C(=O)Nc2cccc([N+](=O)[O-])c2)C2(CCC(C)CC2)OC1=O (stereo unspecified),93,3,1.1,-2,-4,93,7,8,2
CCn1c2ccccc2c2cc(NC(=O)COC(=O)c3cc(S(=O)(=O)N4CCCCC4)ccc3Cl)ccc21,96,-9,2.2,4,22,104,2,-8,1
COc1cccc(/C=C/C(=O)OCC(=O)NCc2ccc(Cl)cc2)c1,.,8,-0.4,-1,10,90,4,4,0
Cc1ccc(C2=NOC(C)(c3nnc(-c4ccc(Cl)cc4)o3)C2)cc1 (stereo unspecified),105,2,-0.2,-5,-4,98,4,3,2
O=C(O)CC(NC(=O)C12CC3CC(CC(C3)C1)C2)c1ccc(OC2CCCC2)cc1 (stereo unspecified),93,3,0.4,0,-5,93,-3,2,0
COc1ccccc1C1=NOC(C)(c2sc(-c3ccccc3)nc2C)C1 (stereo unspecified),101,4,-5.0,0,-10,109,-5,6,3
CC1(OC(=O)c2cnc3ccccc3n2)C(=O)C=C2C=C(C3CC3)OC=C2C1=O (stereo unspecified),97,118*,-53*,48*,-15,88,114*,130*,2
CCc1ccc(C(c2c(C)nn(-c3ccccc3)c2N)c2c(C)nn(-c3ccccc3)c2N)cc1,104,0,2.8,-1,-2,102,3,-2,2
O=C(Nc1nncs1)c1ccc(S(=O)(=O)c2ccccc2)cc1,102,2,0.9,-1,24,107,3,-1,2
CCOC(=O)c1c(C)[nH]c(C)c1S(=O)(=O)N1CCN(c2ccc(F)cc2)CC1,93,11,0.9,-5,3,97,-3,7,0
Cn1c(SCC(=O)NCCc2ccccc2)nnc1C1CCCCC1,107,-1,3.1,3,-1,101,11,-6,2
Cc1cc(CC(=O)O)n(C)c1C(=O)c1ccc(Cl)cc1,86,2,.,.,15,98,-7,5,1
# (listing goes on)
SMILES,CIT2-GFP yeast,BCLXL inh,MEX-5 binding,Fam108B counter,VLA-4 inh,AGP1-GFP MLPCN,GLD-1 TGE inh,MCL1-BIM inh,GRK2 inh
O=C(NCc1ccco1)C1CCN(S(=O)(=O)c2ccc(-n3cnnn3)cc2)CC1,103,-2,-5.0,1,9,104,-1,2,1
CCn1c(=O)n(CCc2ccccc2)c(=O)c2c3c(sc21)CCCC3,99,5,0.8,-1,-2,98,4,5,0
Cc1cc(C)cc(C(=O)NCC(=O)N2CCC(C(N)=O)CC2)c1,100,.,.,.,-5,98,6,.,0
O=C(NN1CCOCC1)c1cc(-c2ccc(Cl)c(Cl)c2)nc2ccccc12,104,3,-1.0,0,-1,104,-8,-7,1
Cc1nnc(Oc2ccc([N+](=O)[O-])cc2)c2ccccc12,94,.,-2.7,.,5,94,.,.,1
Nc1ccccc1C(=O)Nc1ccc(Cl)cc1Cl,109,1,0.5,0,3,98,0,1,3
O=C(Nc1cccc(O)c1)c1ccc(NC(=O)C2CCCO2)cc1 (stereo unspecified),106,-3,-1.5,2,11,101,5,0,3
O=C(NNC(=O)c1ccc(-c2ccccc2)cc1)Nc1ccccc1,110,5,0.6,-2,3,95,-7,9,5
COc1cc(C(C)=O)ccc1OCc1nnc(-c2ccccc2Br)o1,94,3,-2.9,-2,-10,89,-4,-3,3
COC(=O)Cc1[nH]n(-c2ccccc2)c(=O)c1C=Nc1ccc(C)cc1,96,4,1.1,-3,-2,99,-6,1,1
Cn1c(SCc2ccccc2)nnc1-c1ccco1,95,-2,-0.8,0,8,101,-8,-9,5
CCOC(=O)Cc1nnc2c(Nc3ccc(Cl)cc3)nc3nonc3n12,102,8,1.4,-4,32,106,2,3,0
CC(C#Cc1ccc2c(c1)COc1c3ccccc3nn1-2)OC(C)(C)C (stereo unspecified),.,-2,1.2,2,.,.,8,-11,.
O=C(NCC(=O)N(Cc1ccccc1)C(C(=O)NCC1CCCO1)c1ccccc1)c1cccs1 (stereo unspecified),99,4,1.2,-5,-19,96,-2,2,0
O=C(Nc1cccc(Cl)c1Cl)c1snnc1-c1ccccc1,103,-3,.,-3,1,102,2,-6,1
CC(C)(CNC(=O)c1sc2cc(Cl)ccc2c1Cl)N1CCOCC1,95,2,4.2,0,-10,99,7,4,0
COc1ccc(NC(=O)C(c2ccc(C)cc2)N(C)C(=O)CC2NC(=O)NC2=O)cc1 (stereo unspecified),97,5,1.0,2,16,97,3,4,2
COc1ccc(S(=O)(=O)N2CCC(NC(=O)OCc3c(Cl)cccc3Cl)CC2)cc1,93,4,2.2,7,7,95,2,3,0
O=C(O)c1cc(-c2ccc(Cl)c(Cl)c2)n(-c2ccccc2)n1,100,3,-2.9,-4,47,98,0,7,2

# Entries above that have a CF3 group, in the order listed:
SMILES,CIT2-GFP yeast,BCLXL inh,MEX-5 binding,Fam108B counter,VLA-4 inh,AGP1-GFP MLPCN,GLD-1 TGE inh,MCL1-BIM inh,GRK2 inh
O=C(NCc1cccc(C(F)(F)F)c1)C1CC(c2ccccc2C(F)(F)F)=NO1 (stereo unspecified),.,-4,-0.1,-2,.,.,-1,-19,.
CNNC(=S)Nc1cccc(C(F)(F)F)c1,99,-3,0.5,-1,12,103,1,7,1

# Screens: PubChem BioAssay, several laboratories
